High-throughput results: PubChem BioAssay, several laboratories
LYP inhibition = inhibitors of LYP phosphatase, biochemical, fluorescence intensity, uHTS (AID 1779); recombinant LYP phosphatase, fluorescence intensity; higher % means a stronger effect; inhibition, % at 11.5 µM, or IC50 in µM where a hit was titrated; 0.054% of 290,000 active;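 note: plate controls were vehicle with enzyme for no effect and no enzyme for full effect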
M17LAP inhibition = P. falciparum M17LAP inhibitors, primary screen, biochemical, fluorogenic H-Leu-NHMec substrate, 1536-well (AID 1619). recombinant M17LAP, H-Leu-NHMec fluorogenic kinetic assay; higher % means a stronger effect. inhibition, % at 30 µM, or IC50 in µM where a hit was titrated. 0.38% of 220,000 active;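 active = compound inhibiting the enzyme by more than half at any dose during confirmatory dose-response retesting; inconclusive = strong single-dose inhibitors picked by rank but not retested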;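 note: plate controls were full reaction with DMSO carrier for no effect and no enzyme background for full effect; strong numbers were not always called active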
Dynein transport = blocks dynein driven cargo transport along microtubules | z-score, hits read low | 3617.4 mouse cells, GR-EGFP nuclear translocation imaging; test concentration mostly 20 µM; stimulated with dexamethasone, 1 µM; active compounds read low | 0.47% of 220,000 active;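 active = plate z-score of nuclear minus cytoplasmic receptor signal below a set negative limit, without overly bright fluorescence or cell loss, cut at about -3.5 in these data, passing the limit was not always enough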;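 note: z-score of nuclear minus cytoplasmic ring GR-EGFP intensity difference per well; some compounds called inactive have numbers as strong as hits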
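Schedule: 48 h induction, then 1 h compound, then 30 min agonist, 37 °C. Buffer or medium: tetracycline-free induction medium containing charcoal-stripped FBS. Reagent: 1.0 µM final dexamethasone stimulus. Evaluation: nuclear versus cytoplasmic GR-EGFP signal, averaged per well. Signal: high-content fluorescence imaging after fixation.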
XIAP antagonists = small molecules displacing peptide from XIAP – biochemical, IAP family, fluorescence polarization (AID 1018); XIAP BIR domain, fluorescence polarization peptide displacement; higher % means a stronger effect; displacement, % at 20 µM; hits with a dose series show IC50 in µM; 0.007% of 200,000 active; in the data active = displacement above about 50%; note: a part of the inactive calls stands beside numbers as strong as those of hits
human PMI inhibition = inhibitors of human PMI, primary screen, biochemical, fluorescence intensity, coupled assay (AID 1209); one-dose inhibition, % at 20 µM; IC50 in µM for titrated hits; purified PMI enzyme, coupled fluorescence intensity; higher % means a stronger effect; 0.42% of 190,000 active;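 note: plate controls were DMSO vehicle for no effect and wells lacking substrate for full effect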
AID2073 = inhibitors of Mint1-CaV2.2 protein interaction, biochemical, HTRF (AID 2073); HTRF protein-protein interaction, Mint1-CaV2.2; higher % means a stronger effect; 0.19% of 290,000 active; inhibition, % at 20 µM; hits with a dose series show IC50 in µM; in the data active = inhibition mostly above about 51%, no sharp cut-off; inconclusive = no clear call, values can overlap the other calls; inactive = mostly below about 53%; note: some results filed as inactive read as strong as hits
SIAH1 antagonists = Siah-1 peptide-binding antagonists, primary screen, biochemical, fluorescence polarization, rhodamine-plectin, uHTS (AID 1817) | displacement, % at 20 µM, or IC50 in µM where a hit was titrated | 0.02% of 290,000 active | Siah-1 / rhodamine-plectin peptide fluorescence polarization; higher % means a stronger effect;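 active = displacement of at least 50% at 20 µM, with a fluorescence ratio check between 0.3 and a set limit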;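 note: plate controls were Siah plus tracer with DMSO for no effect and tracer alone without Siah for full effect; strong numbers were not always called active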
PMI inhibition = human PMI inhibitors, high substrate, primary screen, biochemical, fluorescence intensity, high mannose 6-phosphate (AID 1220); recombinant PMI enzyme, coupled fluorescence intensity; higher % means a stronger effect; one-dose inhibition, % at 20 µM; IC50 in µM for titrated hits; 0.66% of 190,000 active
M1AAP inhibition = P. falciparum M1AAP inhibitors, biochemical, fluorogenic H-Leu-NHMec substrate, 1536-well (AID 1445); recombinant M1AAP, H-Leu-NHMec fluorogenic kinetic assay; higher % means a stronger effect; inhibition, % at 30 µM; hits with a dose series show IC50 in µM; 0.42% of 220,000 active;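 active = primary inhibition above the hit cutoff, then over 50% inhibition at one or more dose response concentrations, cut at about 23% in these data, passing the limit was not always enough; inconclusive = conflicting primary data, or primary hits not chosen for dose response; inactive = low primary inhibition, or under 50% at every dose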;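 note: plate controls were DMSO full reaction for no effect and no enzyme background for full effect; strong numbers were not always called active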
Dynein transport cytoplasmic EGFP = second read-out of Dynein transport, no call of its own (marks repeat the call); z-score; measured here: cytoplasmic GR-EGFP intensity; active compounds read high
Dynein transport nuclear GR-EGFP = second read-out of Dynein transport, no call of its own (marks repeat the call); z-score; measured here: nuclear GR-EGFP intensity;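 lower value marks the stronger effect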
Dynein transport cell count = recorded beside Dynein transport, whose call it bears; z-score; measured here: cell count per field
Starred values were filed as active, the others as inactive; ? = inconclusive; . = no result given. Cut-off read from the data, not from the text of the source, unless noted: active = inhibition above about 50%; inactive = the rest. An unsorted share of the library. Share with any hit: about 2.1%.

SMILES	LYP inhibition	M17LAP inhibition	Dynein transport	Dynein transport cytoplasmic EGFP	Dynein transport nuclear GR-EGFP	Dynein transport cell count	XIAP antagonists	human PMI inhibition	AID2073	SIAH1 antagonists	PMI inhibition	M1AAP inhibition
COc1ccc(Cl)cc1C(=O)O/N=C(\N)c1ccc(Cl)cc1	4.5%	-13.5%	-0.701	-0.266	0.419	0.178	-7.4%	10.7%	5.3%	4.4%	-3.0%	1.6%
O=C(CN1CCN(CCOCCO)CC1)N1c2ccccc2Sc2ccc(Cl)cc21	-3.1%	-3.0%	-0.444	0.297	-0.314	0.3	-17.2%	6.1%	-4.0%	6.9%	0.5%	7.4%
CCc1c(C)nc(SCC(=O)N2CCN(c3ccccc3OC)CC2)[nH]c1=O	-1.0%	-11.7%	-0.758	-0.145	-0.407	1.01	-3.5%	1.1%	-3.5%	2.7%	1.8%	5.9%
CCc1cccc(C)c1N(C(=O)Cn1c(=O)[nH]c2ccccc21)C(C)COC (stereo unspecified)	-3.5%	4.6%	0.572	-0.187	0.389	0.0922	-0.5%	10.5%	4.6%	-3.0%	8.6%	9.8%
CC1CC(C)CN(CC(C)(C)NS(=O)(=O)c2ccccc2)C1 (stereo unspecified)	-11.5%	-1.8%	-1.36	-0.173	-0.611	0.74	0.5%	-3.8%	8.0%	4.9%	-16.1%	-9.8%
CCOc1ccc(CN(C)C(=O)c2cccnc2OCC)cc1OC	-2.4%	-3.1%	0.14	-0.348	0.338	0.891	-5.0%	-15.7%	-11.0%	6.0%	-2.2%	-2.1%
COc1ccccc1Nc1nc(-c2c(C)nc3ncccn23)cs1	-1.4%	11.3%	0.967	-0.0295	0.495	-1.55	-6.0%	.	30.0%	-5.7%	.	4.9%
Cc1ccc(-n2ncc(C(=O)N3CCc4ccccc4C3)c2NC(=O)c2ccco2)cc1C	-3.5%	3.7%	-0.954	0.659	-0.499	0.874	2.3%	-14.5%	1.5%	-2.3%	0.0%	9.9%
N#CC(=C1CCCC1)c1nc(-c2ccccc2)cs1	-2.6%	12.8%	-0.38	-0.13	-0.879	0.178	-3.3%	2.9%	-5.7%	-0.8%	1.2%	1.3%
CCOc1ccc(N2CC(C(=O)NCCN3C(=O)S/C(=C\c4ccc(OC)cc4)C3=O)CC2=O)cc1 (stereo unspecified)	8.0%	-1.4%	-0.321	-0.222	-0.297	0.367	-5.3%	8.1%	0.2%	2.7%	3.1%	5.9%
COCCNC(=O)C(OC(=O)CC1Sc2ccccc2NC1=O)c1ccccc1 (stereo unspecified)	-8.1%	0.1%	0.788	-0.185	0.183	-0.624	-12.4%	-5.3%	-4.2%	-1.6%	-4.0%	-5.0%
CCC1Oc2ccccc2N(CC(=O)NCCCN2CCN(Cc3ccccc3)CC2)C1=O (stereo unspecified)	-5.8%	-2.8%	-0.721	-0.18	-0.00756	0.744	-3.2%	13.9%	1.0%	-3.0%	9.5%	0.4%
CC(C)(C)c1cc(P(=O)(c2ccccc2)c2ccccc2)ccc1O	-2.0%	-10.2%	-0.501	-0.0781	-0.241	-0.0146	.	.	2.9%	10.6%	.	-2.0%
CCC(c1c(C)[nH]oc1=O)c1c(C)[nH]oc1=O	-6.8%	-17.2%	0.671	0.431	0.442	-0.462	-2.6%	-47.1%	9.5%	-2.4%	-76.4%	-1.6%
CCC(Sc1ccc2nnc(-c3ccc(OC)c(OC)c3)n2n1)C(=O)O (stereo unspecified)	2.3%	8.4%	-0.342	-0.172	0.0948	-0.601	-1.0%	-8.7%	17.4%	3.6%	-19.3%	-1.1%
CCOc1cc(C(=O)Nc2cc(=O)n(C)c(=O)n2C)cc(OCC)c1OCC	0.5%	16.8%	0.887	0.00366	0.425	-2.91	-14.5%	17.3%	7.8%	2.7%	13.8%	7.4%
CN1/C(=C/C2CC(=O)NC2=O)C(C)(C)c2ccccc21 (stereo unspecified)	-9.5%	2.8%	-0.69	-0.286	-0.475	0.774	-11.0%	-49.9%	-21.0%	0.9%	-92.1%	2.1%
Cc1ccc(-c2nnn(CC(=O)N(CC(=O)NC3CCCCC3)c3ccc(F)c(Cl)c3)n2)o1	-1.2%	6.5%	-0.128	-0.248	-0.256	-0.19	-2.5%	-4.7%	10.3%	7.6%	-4.0%	1.6%
Cc1c(NS(=O)(=O)c2ccc3[nH]c(=O)[nH]c3c2)c(=O)n(-c2ccccc2)n1C	-8.5%	3.0%	0.496	-0.231	0.261	0.358	-7.2%	-1.0%	-7.0%	1.5%	-3.9%	4.2%
COC(=O)c1oc2c(c1C)C(=O)CC(C)(C)C2	-6.4%	0.2%	1.04	-0.322	0.912	-0.603	-4.2%	-7.4%	6.6%	4.0%	-5.4%	1.3%
CN(C)CCC(c1ccc(Br)cc1)c1ccccn1 (stereo unspecified)	-7.3%	-1.9%	-0.234	-0.24	0.0702	0.46	-6.4%	-4.5%	-8.6%	26.6%	1.5%	3.4%
COc1ccc(Cl)cc1C(=O)NCc1cnn(C)c1C	0.0%	-7.6%	0.363	-0.228	0.451	-1.19	0.3%	13.9%	-3.8%	21.7%	10.6%	-0.2%
COc1ccc(S(=O)(=O)N2CCSC2c2ccccc2)cc1 (stereo unspecified)	5.2%	7.9%	-0.935	-0.15	-1.06	0.419	-6.0%	1.4%	4.4%	-0.8%	4.2%	-1.6%
Cc1ccc(-n2c(SCc3nc4ccccc4[nH]3)nnc2-c2ccncc2)cc1	-6.7%	9.3%	-0.299	-0.253	0.00328	0.00792	-5.3%	4.0%	3.8%	9.1%	4.3%	9.9%

Reformatted: 3 of the compounds above.
compound | LYP inhibition | M17LAP inhibition | Dynein transport | Dynein transport cytoplasmic EGFP | Dynein transport nuclear GR-EGFP | Dynein transport cell count | XIAP antagonists | human PMI inhibition | AID2073 | SIAH1 antagonists | PMI inhibition | M1AAP inhibition
CN(C)CCC(c1ccc(Br)cc1)c1ccccn1 (stereo unspecified) | -7.3% | -1.9% | -0.234 | -0.24 | 0.0702 | 0.46 | -6.4% | -4.5% | -8.6% | 26.6% | 1.5% | 3.4%
COc1ccc(Cl)cc1C(=O)NCc1cnn(C)c1C | 0.0% | -7.6% | 0.363 | -0.228 | 0.451 | -1.19 | 0.3% | 13.9% | -3.8% | 21.7% | 10.6% | -0.2%
COc1ccc(S(=O)(=O)N2CCSC2c2ccccc2)cc1 (stereo unspecified) | 5.2% | 7.9% | -0.935 | -0.15 | -1.06 | 0.419 | -6.0% | 1.4% | 4.4% | -0.8% | 4.2% | -1.6%

New compounds follow:
SMILES	LYP inhibition	M17LAP inhibition	Dynein transport	Dynein transport cytoplasmic EGFP	Dynein transport nuclear GR-EGFP	Dynein transport cell count	XIAP antagonists	human PMI inhibition	AID2073	SIAH1 antagonists	PMI inhibition	M1AAP inhibition
COC(=O)c1cc(NC(=O)CN2CCN(C(C)=O)CC2)cc(C(=O)OC)c1	-5.5%	-2.9%	-0.708	-0.314	-0.021	0.179	-5.8%	11.0%	10.7%	3.6%	11.9%	3.7%
C=CCN1C=CC=C/C1=C1\SC(=S)N(C)C1=O	-1.7%	13.0%	-1.67	-0.248	-0.851	0.842	0.7%	-0.6%	19.0%	-7.5%	-5.4%	5.7%
CCCC(=O)Nc1ccc(C(=O)NCC(=O)OCC)cc1	-12.7%	-4.2%	-0.0695	-0.235	0.393	0.665	-2.2%	4.2%	4.5%	-3.4%	0.0%	4.4%
Cc1cc(-c2cccnc2)c(C#N)c(SCc2cccc(F)c2)n1	2.0%	-6.7%	4.92	-0.0473	3.05	-2.56	-2.7%	-3.3%	16.6%	30.9%	-11.0%	4.8%
CCOC(=O)COc1ccc2c(c1)C(=O)CC1(CCCCC1)O2	-7.7%	-9.6%	0.483	0.707	0.492	-0.473	-6.2%	-0.5%	14.7%	0.3%	-7.1%	22.9%
Cc1nnc(SCc2ccc(F)cc2)n1NC/C=C/c1ccccc1	2.2%	10.8%	.	.	.	.	-4.4%	5.5%	4.2%	0.3%	9.2%	-3.9%
COc1cc(/C=N/NC(=O)c2cc(-c3ccccc3OC(C)C)nc3ccccc23)ccc1O	4.4%	-8.8%	-0.156	-0.263	-0.43	0.107	-2.7%	-4.5%	13.8%	-8.7%	-5.6%	3.3%
CCOC(=O)c1c(C)[nH]c(C)c1C(=O)COC(=O)CCOc1ccccc1OC	-3.3%	0.6%	-0.681	-0.108	-0.0459	0.148	-1.1%	9.2%	?	1.9%	14.1%	2.9%
Cc1nn(C(C)CC(=O)O)c(C)c1C (stereo unspecified)	-9.2%	4.2%	-0.107	-0.241	-0.312	-0.0908	-3.1%	4.9%	-0.7%	0.3%	-2.5%	4.8%
Cc1[nH]c2ccccc2c1/C=N/Nc1nc(Nc2ccc(F)cc2)nc(N2CCOCC2)n1	2.2%	-0.1%	0.13	-0.194	-0.452	0.547	-5.8%	15.9%	-6.0%	3.7%	11.8%	6.6%
C=CCNc1nnc(Cl)c2ccccc12	-2.0%	3.1%	-0.0833	0.269	-0.101	0.427	-0.3%	13.3%	3.6%	5.9%	16.1%	2.9%
CCn1nc(C)c(NC(=O)/C=C/c2cnn(C)c2C)c1C	-8.9%	-9.7%	-0.19	-0.177	-0.677	-1.72	-5.7%	1.1%	17.9%	-3.7%	-2.2%	-4.8%
CN(C)c1ccc(C(c2ccc(N(C)C)cc2)c2ccc([N+](=O)[O-])cc2)cc1	0.4%	-1.8%	-0.548	-0.247	-0.308	0.524	.	.	0.7%	3.0%	.	5.1%
O=Cc1c(N2CCC3(CC2)OCCO3)nc2ccccn2c1=O	-9.7%	8.2%	-0.18	0.234	-0.0482	0.605	.	.	1.4%	12.3%	.	10.7%
